LRH-1 inv ag: suppresses constitutive activity of human LRH-1; HEK293T StAR-luciferase reporter, LRH-1 transfected, 24 h; O00482; AID 602396; hit rate 0.13% among 360,000; inhibition, % at 3.6 µM;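 active means inhibition above the mean inhibition of all tested compounds plus 3 SD, cut at about 73% in these data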;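 further: 0% = DMSO wells and 100% = reporter-only cells lacking LRH-1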
C8 TRAIL sens: sensitizes caspase-8 expressing cells to TRAIL. NB7+C8 cells + TRAIL, ATPlite viability luminescence. inhibition (viability loss, TRAIL sensitization), % at 10 µM. hit rate 1% among 360,000. AID 624354;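 active means compounds causing at least 50% loss of cell viability in the single-dose screen, relative to plate controls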
NCOA3 inh: human NCOA3 inhibition; Q9Y6Q9; HEK293 GAL4-SRC3 luciferase reporter, luminescence; inhibition, % at 3.6 µM; hit rate 0.17% among 360,000;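 active means inhibition above a per-campaign cutoff, the mean of all compounds plus 3 SD, cut at about 60% in these data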;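 further: 0% = DMSO-treated cells and 100% = gossypol-treated cells at 36 µM; higher means less SRC3-driven luciferase light from the GAL4 reporter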
TWEAK Fn14 block: inhibitors of TWEAK-Fn14 interaction signaling. hit rate 2% among 360,000. TWEAK-stimulated Fn14 reporter cells, luciferase luminescence, 8 h. inhibition, % at 10 µM. AID 1159606; in the data active means inhibition above about 50%
NCOA1 inh: human NCOA1 inhibition; AID 588354; inhibition, % at 3.6 µM; HEK293 GAL4-SRC1 luciferase reporter, luminescence; hit rate 0.12% among 360,000; Q15788;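 active means inhibition above the campaign mean plus 3 SD, with each screening campaign given its own cutoff, cut at about 60% in these data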;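 further: 0% = DMSO treated cells and 100% = gossypol at 36 µM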
TROY signal inh: blocks TROY-dependent signaling in reporter cells | Q293 LMP1-TROYcd NF-kB luciferase reporter, 4 h | hit rate 0.98% among 360,000 | inhibition, % at 10 µM;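 active means compounds whose plate-normalised and pattern-corrected inhibition of the luciferase reporter signal at the single screening dose is 50% or more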
EBV LMP1 NFkB: inhibitors of Epstein-Barr LMP1-induced NF-kappaB reporter; LMP1-induced NF-kappaB luciferase reporter cells, luminescence; inhibition, % at 12.5 µM; hit rate 0.69% among 350,000; in the data active means inhibition above about 41%;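 further: 0% = neutral control wells and 100% = reference inhibitor control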
TLR9-MyD88 block: TLR9-MyD88 interaction inhibition; AID 504734; hit rate 0.21% among 340,000; inhibition, % at 4.98 µM; Q9NR96+Q99836; CHO BLA complementation TLR9-MyD88, CCF4 FRET ratio;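 active means inhibition above the mean over all tested compounds plus 3 SD, cut at about 21% in these data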;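 further: 0% = DMSO only wells and 100% = clavulanate BLA inhibitor control wells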
COUP-TFII inh: blocks human COUP-TFII nuclear receptor | P24468 | HEK293T NGFI-A luciferase reporter, luminescence | inhibition, % at 8.6 µM | hit rate 0.7% among 370,000 | AID 686940;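 active means inhibition above a per-plate cutoff, mean inhibition of test wells between control levels plus 3 SD, cut at about 38% in these data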;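 further: cells cotransfected with COUP-TFII expression vector driving the NGFI-A reporter; 0% = median of COUP-TF2 test wells and 100% = reporter-only cells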
SRC2 inh: inhibits human steroid receptor coactivator 2 | inhibition, % at 9 µM | hit rate 0.17% among 370,000 | Q15596 | HEK293 GAL4-SRC2 luciferase reporter, luminescence;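 active means inhibition above the mean inhibition of all tested compounds plus 3 SD, set per campaign, cut at about 52% in these data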;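 further: 0% = DMSO treated cells and 100% = cells given Gossypol at 36 µM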
Target sequence (Q15596 whole entry, looked up, the tested form may be a part): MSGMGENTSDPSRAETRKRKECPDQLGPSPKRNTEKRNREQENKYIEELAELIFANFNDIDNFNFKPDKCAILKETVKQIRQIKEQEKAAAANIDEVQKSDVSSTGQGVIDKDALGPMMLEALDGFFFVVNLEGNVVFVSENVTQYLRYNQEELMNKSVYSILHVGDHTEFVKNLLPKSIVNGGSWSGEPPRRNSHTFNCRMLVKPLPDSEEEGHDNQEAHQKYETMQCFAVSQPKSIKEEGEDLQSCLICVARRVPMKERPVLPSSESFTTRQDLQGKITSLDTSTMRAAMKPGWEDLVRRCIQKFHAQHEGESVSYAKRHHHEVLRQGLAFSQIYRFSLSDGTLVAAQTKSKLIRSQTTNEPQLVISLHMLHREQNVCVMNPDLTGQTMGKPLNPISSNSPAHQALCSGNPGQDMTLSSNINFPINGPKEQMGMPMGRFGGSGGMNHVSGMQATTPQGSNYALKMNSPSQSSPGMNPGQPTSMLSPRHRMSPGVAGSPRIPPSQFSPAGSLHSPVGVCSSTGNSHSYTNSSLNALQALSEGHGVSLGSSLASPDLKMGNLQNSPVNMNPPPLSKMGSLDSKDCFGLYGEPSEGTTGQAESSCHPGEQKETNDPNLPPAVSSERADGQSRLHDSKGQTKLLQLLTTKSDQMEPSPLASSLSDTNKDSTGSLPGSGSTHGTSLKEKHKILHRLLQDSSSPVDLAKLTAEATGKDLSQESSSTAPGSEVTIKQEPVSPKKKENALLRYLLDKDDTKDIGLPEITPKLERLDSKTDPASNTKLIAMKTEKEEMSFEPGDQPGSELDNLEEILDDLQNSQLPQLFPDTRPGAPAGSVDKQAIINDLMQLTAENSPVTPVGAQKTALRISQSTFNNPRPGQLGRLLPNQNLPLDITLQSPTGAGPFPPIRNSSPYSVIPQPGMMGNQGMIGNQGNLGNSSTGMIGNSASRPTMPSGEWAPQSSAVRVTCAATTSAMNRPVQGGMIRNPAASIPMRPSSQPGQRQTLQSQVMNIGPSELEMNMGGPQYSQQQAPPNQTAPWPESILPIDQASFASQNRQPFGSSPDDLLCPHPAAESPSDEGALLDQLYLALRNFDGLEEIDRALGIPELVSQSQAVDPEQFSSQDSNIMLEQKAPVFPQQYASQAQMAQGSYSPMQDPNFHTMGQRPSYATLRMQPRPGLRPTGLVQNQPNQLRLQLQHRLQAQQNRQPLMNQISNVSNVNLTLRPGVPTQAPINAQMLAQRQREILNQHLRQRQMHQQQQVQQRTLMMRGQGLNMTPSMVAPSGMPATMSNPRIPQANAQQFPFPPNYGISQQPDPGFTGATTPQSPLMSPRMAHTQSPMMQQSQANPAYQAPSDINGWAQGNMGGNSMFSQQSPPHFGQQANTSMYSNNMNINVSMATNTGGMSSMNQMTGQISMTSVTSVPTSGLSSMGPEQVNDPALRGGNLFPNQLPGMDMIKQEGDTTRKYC
NOD2-RIPK2 inh: blocks binding of human NOD2 to RIPK2; O43353; CHO BLA complementation NOD2-RIPK2, CCF4 ratio; inhibition, % at 4.98 µM; hit rate 0.38% among 360,000; AID 624267; in the data active means inhibition above about 21%;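 further: 0% = vehicle only and 100% = reference blocker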
Starred values were filed as active, the others as inactive; . = not tested or not shown.

SMILES,NCOA1 inh,SRC2 inh,NOD2-RIPK2 inh,COUP-TFII inh,NCOA3 inh,LRH-1 inv ag,C8 TRAIL sens,TWEAK Fn14 block,EBV LMP1 NFkB,TROY signal inh,TLR9-MyD88 block
O=C(CNS(=O)(=O)c1ccc(F)cc1)N1CCCC1,4,-7,-5,6,9,-7,3,-8,.,7,.
COCCCN1C(=O)C(=O)/C(=C(/O)c2ccc(S(=O)(=O)N3CCCCC3)cc2)C1c1ccc(OC)cc1 (centres undefined),-5,3,-1,-4,-46,-14,3,-13,-1,13,1
CCOC(=O)C(=O)c1c(-c2ccc(C)cc2)nc2ccccn12,-19,-32,-8,-4,1,3,-10,-7,-8,4,-3
Cc1oc(-c2nc3ccccc3n2C)cc1C(=O)c1ccccc1,-109,-46,0,-29,-120,-145,80*,-9,9,-39,-10
Cc1onc(-c2ccccc2)c1C(=O)OCC(=O)NC(=O)c1ccccc1,-4,0,13,8,3,-6,2,-7,0,-1,-4
O=CNc1cc(-c2cccc(F)c2)cn2c(-c3ccc(F)c(Cl)c3)cnc12,-28,-2,-10,-2,0,-18,4,-1,.,9,.
CCOCc1nnc(NC(=O)CS(=O)(=O)c2ccc(C)cc2)s1,-8,-8,-1,1,-35,-12,2,47,5,-1,-5
C=CCC1c2cccc(C(=O)O)c2C(=O)N1c1ccc(Cl)cc1 (centres undefined),3,-18,1,12,7,-33,-11,14,-2,.,1
COC(=O)c1sc2nc(C)nc(SCC(=O)C(C)(C)C)c2c1C,7,-15,7,6,-8,-10,7,1,1,-34,2
O=C(NC(=S)Nc1cccc2cc(O)ccc12)c1ccccc1Br,-11,43,-2,17,14,17,-11,22,-3,1,-4
CCOC(=O)CN1C(=O)S/C(=C\c2ccc(-c3ccc(C(=O)O)c(Cl)c3)o2)C1=O,19,-22,-1,-2,-10,-11,-5,9,-6,2,5
CCn1c(SCC(=O)c2ccc(Br)cc2)nnc1C(C)NC(=O)Cc1ccc(OC)cc1 (centres undefined),6,-17,4,0,2,7,1,5,3,-9,-5
COc1ccc(OC)c(C2=NOC(C(=O)NCc3cccs3)C2)c1 (centres undefined),-3,7,-4,4,0,13,-15,4,5,7,3
Cc1ccc(N(CC(=O)NCc2ccco2)C(=O)CNS(=O)(=O)c2ccc(F)cc2)c(C)c1,16,2,-3,7,6,-6,29,36,1,13,-3
CCC(C)NC(=O)Nc1ccc(Br)cc1Cl (centres undefined),4,-9,-9,18,14,10,22,3,-3,0,1
COc1ccc(C)cc1NC(=O)Nn1cnnc1,6,3,-7,-3,12,-10,-13,-3,12,14,-1
COc1ccc(NS(=O)(=O)c2ccc(SC)cc2)c(OC)c1,-5,17,-4,16,11,25,-5,11,-2,10,-11
Cc1coc2cc3oc(=O)c(CCC(=O)N4C[C@H]5C[C@@H](C4)c4cccc(=O)n4C5)c(C)c3cc12,9,17,-6,-15,5,0,7,6,3,3,-7
NC(Cc1cnc[nH]1)c1csc(Nc2ccc(C(F)(F)F)cn2)n1 (centres undefined),-50,-10,-7,11,-14,18,-9,9,.,16,.
O=C(N/N=C\c1cn[nH]c1-c1ccccc1)c1cccs1,-51,-23,1,-25,-58,-159,-2,-3,1,-94,-2
CS(=O)(=O)N(CC(=O)NC1CCCC1)Cc1ccc(F)cc1,-4,-10,-9,3,0,17,-3,11,5,11,-3
O=C1CC[C@@H]2CC(N3CCN(c4ccccc4)CC3)C[C@@H]3CCN1[C@H]23 (some centres undefined),-16,-12,-1,6,24,17,5,3,-5,-1,-5
Cc1ccc2c(c1)c(C)c(C)n2CC(O)Cn1nc(C)c(Br)c1C (centres undefined),8,-30,9,8,3,-20,-5,17,-2,3,-5
COCC1=C(C(=O)OC(C)OC(=O)OC(C)C)N2C(=O)[C@@H](NC(=O)/C(=N\OC)c3csc(N)n3)[C@H]2SC1 (some centres undefined),1,-3,-21,6,1,-9,27,-6,0,-5,2
CCOc1ccccc1CNC(=O)CCCn1ccc2cc(S(=O)(=O)N3CCCC3)ccc21,1,-22,-4,13,-7,9,7,-13,-2,14,-7
C[C@H]1CN([C@@H](C)CO)C(=O)Cc2cc(NC(=O)CCC(F)(F)F)ccc2O[C@H]1CN(C)Cc1ccc(C(F)(F)F)cc1,5,18,-5,10,15,1,23,-15,-13,4,-1
CC(NS(=O)(=O)c1ccc2c(c1)C(C)(C)C(=O)N2C)c1ccccc1 (centres undefined),-1,1,-1,-5,-2,-5,-7,3,1,-9,-1
O=C(NCc1cccs1)C1CCN(S(=O)(=O)c2cccc([N+](=O)[O-])c2)CC1,7,17,0,-14,-5,-1,-12,-7,-4,-12,3
CCOC(=O)N1CCN(C(=O)c2ccc(CSc3ccc(Cl)cc3)cc2)CC1,7,-12,9,-5,9,-1,16,40,17,36,.
CN(C)c1ncnc2c1ncn2[C@H]1CN(Cc2cccnc2)C[C@@H](CO)O1,5,-20,-9,-3,-10,17,-1,-13,.,2,.
Cc1ccccc1NC(=O)Cc1nc(COC(=O)C(C)C)cs1,-15,8,-6,-8,9,13,-11,-11,0,-3,-7
Cc1ccc2oc3nc(C)c(C(=O)O)cc3c(=O)c2c1,-45,-65,-8,-41,-68,-41,10,-11,-10,-32,1
Cc1ccc(CC(=O)N2CCN(c3ccccn3)CC2)cc1,-31,-11,5,9,4,20,-11,6,-15,-14,7
COc1ccccc1NC(=O)CC12CC3CC(CC(Br)(C3)C1)C2,1,1,-6,10,7,4,-1,-13,3,0,2
CCc1ccccc1NC(=O)CCc1nc(-c2cccs2)no1,-11,-1,-7,-11,-6,-5,-8,20,-1,-36,-9
CNC(=O)N(C1=NCC(C)(C)S1)c1ccc(F)c(Cl)c1,5,9,-3,-3,-1,1,16,0,-3,2,13
COC(=O)c1ccc(CS(=O)(=O)c2ccccc2C)o1,11,5,9,1,0,-3,-3,6,6,-8,-3
CC1Cc2ccccc2N1C(=O)C1CCCCN1S(=O)(=O)c1ccccc1 (centres undefined),14,11,-9,13,5,-1,3,22,6,13,1
COCCCC1CCN(C(=O)C2CCC(=O)N(C3CCCC3)C2)CC1 (centres undefined),9,7,6,12,14,-4,-15,-8,1,-14,-8
Cc1nc([N+](=O)[O-])cn1CC(=O)c1ccc(OC(F)(F)F)cc1,-7,.,-5,.,5,1,-6,1,-3,-14,-1
CCOC1(OCC)C(c2ccc(Cl)cc2)C(C#N)(C#N)C1(OCC)OCC (centres undefined),0,13,-8,9,-2,22,10,41,-5,15,-12
COCCNc1nc(Oc2cncc(Cl)c2)c2sccc2n1,33,45,-2,24,34,4,7,50*,.,27,.
COc1ccc(CCNC(=O)C2CCN(S(=O)(=O)c3cc(OC)ccc3OC)CC2)cc1,-6,1,1,0,10,3,-11,5,6,7,2
CSc1nsc(SCC(=O)Nc2ccccc2C(N)=O)n1,-10,-15,-2,5,-40,-16,5,23,0,-27,-1
CC(=O)Nc1cncc(-c2cccc(C(=O)NCCN(C)C)c2)n1,-3,-8,2,-3,-1,16,-27,-12,.,-2,.
COc1cc2c(cc1OC)C(C)N(C(=O)/C=C/c1cc(OC)c(OC)c(OC)c1)CC2 (centres undefined),8,-26,-22,-9,-8,23,15,-27,.,-5,-6
O=C(Nc1ccc2c(c1)OCCO2)c1cnc2n(c1=O)CCS2,-120,-69,3,-16,-88,-104,-5,18,-12,-43,-6
O=C(NCCCNC(=O)c1ccccc1)c1ccccc1,-47,-36,-6,10,-15,4,18,11,.,-5,.
Cc1ccc(C)c(NC(=O)C2(C)CC3c4ccccc4C2c2ccccc23)c1 (centres undefined),-4,0,-1,3,7,-1,-4,1,8,6,-3
C/C(=N\NC(=O)c1ccccc1F)c1cccc(NC(=O)c2ccccc2)c1,-46,-70,-1,-29,-40,-90,21,-21,-4,-16,-3
CC(=O)c1ccc(N(C(=O)c2ccco2)C(C(=O)NC2CCCC2)c2cccs2)cc1 (centres undefined),-4,-19,-5,6,-4,-6,-3,-4,-8,1,14
Cc1[nH]c(=O)c(C#N)c(C)c1CCC(=O)NCc1ccc(Cl)cc1,-3,9,0,6,-24,-16,3,2,6,-7,3
CCCCc1nc2ccccc2n1CC(=O)NN,-2,-2,7,7,14,18,-5,-12,-15,-8,-3
O=C(Cc1ccccc1)NCC(=O)N1CCC1,-18,7,-3,5,2,2,-12,-14,5,8,4
CNc1nc(Sc2ccccc2)cc(C(F)(F)F)n1,-15,7,-15,-1,10,0,-3,8,0,-10,-3
O=C(CCNC(=O)C1CCN(S(=O)(=O)c2ccc(F)cc2)CC1)NCc1ccccc1,16,10,-5,-5,-5,-3,9,-17,-3,13,5
CC1CCN(Cc2cc(=O)oc3ccc(C(C)C)cc23)CC1,-26,-12,2,17,-9,2,9,5,.,-8,0
O=C(CSc1nc2[nH]ncc2c(=O)[nH]1)Nc1cc(C(F)(F)F)ccc1Cl,-8,0,1,0,-26,-15,-1,-9,-5,-1,0
Cc1ccc(C2(c3ccc(C)cc3)CC2C(=O)Nc2ccc([N+](=O)[O-])cc2O)cc1 (centres undefined),21,0,-10,67*,56,22,38,66*,38,56*,-5
COc1ccccc1OCC(=O)NC1CCCc2ccccc21 (centres undefined),0,27,-3,0,-22,-2,-2,1,-2,-5,8

(more compounds)
SMILES,NCOA1 inh,SRC2 inh,NOD2-RIPK2 inh,COUP-TFII inh,NCOA3 inh,LRH-1 inv ag,C8 TRAIL sens,TWEAK Fn14 block,EBV LMP1 NFkB,TROY signal inh,TLR9-MyD88 block
CCCCOc1ccc(NC(=O)[C@@H]2CCCN2C(=O)C2CCN(S(=O)(=O)c3ccc(C)cc3)CC2)cc1,-26,-3,-7,-5,10,13,-9,-2,-2,0,-15
CCOC(=O)c1ccccc1-c1cn2cc(Cl)ccc2n1,-10,-14,-2,-7,6,-32,4,-11,-10,-4,3
COc1ccc(C(=O)N2[C@@H](C(C)C)COc3cc(Br)ccc3S2(=O)=O)cc1,6,6,4,0,-1,-16,3,39,14,31,-11
COc1ccc(OC)c(-c2csc(NC(=O)C3=NNC(=O)CC3)n2)c1,-7,-4,-4,-19,0,-3,-1,-3,10,-12,0
COc1ccccc1NC(=O)c1cnc2c(-c3ccccc3)c(C)nn2c1C,-4,-6,6,4,6,-3,3,6,15,12,-7
COC(=O)C1=C(C)N=C2SC(C#N)=C(N)N2C1c1cccc(OC)c1 (centres undefined),0,18,5,-19,3,-21,5,-9,-3,6,2
CC(=O)c1cccc(Nc2ccc(Br)cc2)c1,-54,-48,3,-37,-72,-90,-15,-31,.,-44,.
CCOc1cc2[nH]c(=S)n(Cc3ccc(C(=O)O)cc3)c(=O)c2cc1OCC,-26,-2,-7,-5,-13,-23,4,32,0,-11,-5

Some of these compounds in order of their number in NCOA1 inh, highest first:
SMILES,NCOA1 inh,SRC2 inh,NOD2-RIPK2 inh,COUP-TFII inh,NCOA3 inh,LRH-1 inv ag,TWEAK Fn14 block,EBV LMP1 NFkB,TLR9-MyD88 block
COC(=O)C1=C(C)N=C2SC(C#N)=C(N)N2C1c1cccc(OC)c1 (centres undefined),0,18,5,-19,3,-21,-9,-3,2
COc1ccc(OC)c(-c2csc(NC(=O)C3=NNC(=O)CC3)n2)c1,-7,-4,-4,-19,0,-3,-3,10,0
CCCCOc1ccc(NC(=O)[C@@H]2CCCN2C(=O)C2CCN(S(=O)(=O)c3ccc(C)cc3)CC2)cc1,-26,-3,-7,-5,10,13,-2,-2,-15

This is a subset (hit frequency here may not be typical).
